Screens deposited in PubChem by several laboratories.
CHT PAM = CHT positive allosteric modulators, primary screen, cell-based, membrane potential dye, choline EC20; High affinity choline transporter 1 (Homo sapiens), Q9GZV3; CHT-expressing cells; hits give high values; LV-AA mutant CHT in HEK293 cells; B-score at 10 µM; hit rate 0.49% among 310,000; AID 488977, 2010;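 active = initial fluorescence not abnormally high and integrated response B-score, plate-corrected, over 3 SD above library mean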
Target sequence (Q9GZV3 whole entry, looked up): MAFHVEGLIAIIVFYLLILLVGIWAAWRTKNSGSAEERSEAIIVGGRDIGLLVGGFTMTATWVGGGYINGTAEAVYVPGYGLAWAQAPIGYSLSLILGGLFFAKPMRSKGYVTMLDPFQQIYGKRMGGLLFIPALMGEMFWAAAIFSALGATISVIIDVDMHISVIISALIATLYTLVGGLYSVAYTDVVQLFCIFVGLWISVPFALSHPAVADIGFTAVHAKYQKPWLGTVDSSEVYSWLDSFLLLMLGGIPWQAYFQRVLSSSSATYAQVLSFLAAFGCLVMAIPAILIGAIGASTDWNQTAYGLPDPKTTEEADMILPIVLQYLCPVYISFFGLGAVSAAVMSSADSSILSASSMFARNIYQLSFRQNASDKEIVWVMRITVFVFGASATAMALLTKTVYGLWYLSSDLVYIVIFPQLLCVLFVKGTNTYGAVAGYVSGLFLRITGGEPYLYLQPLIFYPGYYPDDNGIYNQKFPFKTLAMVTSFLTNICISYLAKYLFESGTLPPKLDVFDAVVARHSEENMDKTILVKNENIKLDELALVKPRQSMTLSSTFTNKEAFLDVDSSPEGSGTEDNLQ
CHT block = inhibitors of human choline transporter CHT | CHT-expressing cells, membrane potential dye, choline response; hits give low values | B-score at 10 µM | hit rate 0.86% among 310,000;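 active = B-score over 3 SD under the library average, and starting fluorescence ratio not unusually high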;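 also: choline stimulus applied at its EC90 after an EC20 pre-addition; B-score computed on integrated fluorescence ratio after choline addition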
STK33 inh = inhibitors of purified STK33 kinase, primary screen, biochemical, ADP-Glo luminescence, homogeneous, cell-free. hit rate 0.073% among 320,000. MBP phosphorylation. AID 2661, 2010. inhibition, % at 10 µM;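 active = inhibition at or above 25%, using the most active replicate where run in duplicate; inactive = inhibition below 25%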
Target sequence (Q9BYT3 whole entry, looked up): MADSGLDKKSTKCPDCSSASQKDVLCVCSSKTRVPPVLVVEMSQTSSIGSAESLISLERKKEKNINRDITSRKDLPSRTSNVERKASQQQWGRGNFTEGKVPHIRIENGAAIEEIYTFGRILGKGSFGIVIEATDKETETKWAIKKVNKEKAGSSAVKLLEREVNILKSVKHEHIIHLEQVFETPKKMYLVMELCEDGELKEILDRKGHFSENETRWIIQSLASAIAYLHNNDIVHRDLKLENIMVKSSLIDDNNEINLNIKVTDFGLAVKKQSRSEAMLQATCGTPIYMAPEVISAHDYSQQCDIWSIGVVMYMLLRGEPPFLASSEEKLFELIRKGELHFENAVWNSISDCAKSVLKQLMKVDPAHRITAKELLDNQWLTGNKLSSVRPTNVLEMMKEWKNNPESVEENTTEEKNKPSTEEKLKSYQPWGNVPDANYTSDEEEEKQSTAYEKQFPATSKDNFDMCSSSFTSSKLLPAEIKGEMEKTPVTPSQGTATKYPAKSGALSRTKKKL
* marks the source's active call; other numbers are inactive results. This is a random part of the collection (roughly 1.5% active in at least one column).

`Cc1ccc(C)c(SCC(=O)Nc2cccc(S(=O)(=O)NC3=NCCCCC3)c2)c1` gave CHT PAM inactive, CHT block inactive and STK33 inh -1.3.
`COc1ccc(NC(=O)c2ccc(NS(=O)(=O)c3cccc4cccnc34)cc2)cc1` gave CHT PAM inactive, CHT block inactive and STK33 inh -1.3.
Screening N#C/C(C(=O)N1CCCCC1)=C1\Nc2ccccc2S1 returned CHT PAM inactive, CHT block inactive and STK33 inh -0.7.
C=CCN(c1ccc(F)cc1)S(=O)(=O)c1cc(C(=O)OCC(=O)N(C)C2CCS(=O)(=O)C2)ccc1Cl (stereo not given) was read as CHT PAM inactive, CHT block inactive and STK33 inh 0.6.
`CCOC(=O)N1CCC(NC(=O)CCC(=O)N2CC(C)Oc3ccccc32)CC1` (stereo not given) gave CHT PAM inactive, CHT block inactive and STK33 inh 0.4.
For CC1CCCN(C(=O)C(=O)c2cn(CC(=O)N3CCCCCC3)c3ccccc23)C1 (stereo not given) the results were CHT PAM inactive, CHT block inactive and STK33 inh -0.4.
Screening CC(C)CNC(=O)COC(=O)c1cccc(S(=O)(=O)NCC(F)(F)F)c1 returned CHT PAM inactive, CHT block inactive and STK33 inh -1.9.
`O=C(CCCCCn1c(=O)[nH]c2ccccc2c1=O)N1CCN(Cc2ccc3c(c2)OCO3)CC1` gave CHT PAM inactive, CHT block inactive and STK33 inh 0.6.
For CC(C[N+](C)(C)C)OC(N)=O (stereo not given) the results were CHT PAM inactive, CHT block inactive and STK33 inh -1.8.
COc1ccccc1C(=O)Nn1c(C2CCC2)nc2ccccc2c1=O was read as CHT PAM inactive, CHT block inactive and STK33 inh -0.9.
COCc1nnc(NS(=O)(=O)c2ccccc2)s1 was read as CHT PAM inactive, CHT block inactive and STK33 inh -0.7.
For CNC(=O)CSc1nc2c([nH]c3ccccc32)c(=O)n1CCOC the results were CHT PAM inactive, CHT block inactive and STK33 inh -0.9.
For O=C(Nc1cccc(-c2cnc3ccccc3n2)c1)c1ccco1 the results were CHT PAM inactive, CHT block inactive and STK33 inh 3.8.
Screening CCCNC(=O)c1ccc2c(c1)nc(C)n2-c1cccc(Cl)c1 returned CHT PAM inactive, CHT block inactive and STK33 inh -1.2.
Screening CCOC(=O)c1oc2c(c1C)C(=O)CCC2 returned CHT PAM inactive, CHT block inactive and STK33 inh -0.7.
For O=C(Oc1ccc(Br)cc1C(=S)N1CCOCC1)c1ccc(F)cc1 the results were CHT PAM inactive, CHT block inactive and STK33 inh -1.2.
Nc1cccc(C(=O)OCC(=O)NC2CCCc3ccccc32)c1 (stereo not given) was read as CHT PAM inactive, CHT block inactive and STK33 inh 1.1.
Screening COc1ccc(C(=O)/C=C/Nc2ccc(C)cn2)cc1OC returned CHT PAM inactive, CHT block inactive and STK33 inh -0.7.
`COc1ccc(C2=CSC3=NCCN23)cc1OC` gave CHT PAM inactive, CHT block inactive and STK33 inh 0.1.
`CCCCCCNC(=O)CC(c1ccccc1)c1cc(Br)ccc1O` (stereo not given) gave CHT PAM inactive, CHT block inactive and STK33 inh 1.4.
Screening COC(=O)c1ccc2c(c1)C(C)(C)C(/C=C/c1ccc(OC)c(OC)c1OC)=[N+]2C returned CHT PAM 6.48*, CHT block inactive and STK33 inh 2.5.
For COC(=O)CNC(=O)/C=C/c1cc(Br)ccc1OC the results were CHT PAM inactive, CHT block inactive and STK33 inh -2.9.
For O=C(NC(=S)Nc1ccc2[nH]c(=O)[nH]c2c1)c1ccccc1Cl the results were CHT PAM inactive, CHT block inactive and STK33 inh -1.2.
For COc1ccc(OCCCC(=O)NNC(=O)CCN2CCN(c3ccccc3)CC2)cc1 the results were CHT PAM inactive, CHT block inactive and STK33 inh -0.3.
N/C(=N\OC(=O)c1cccs1)c1ccccc1 was read as CHT PAM inactive, CHT block inactive and STK33 inh 9.2.
COC(=O)c1c(C)[nH]c(C)c1-c1cccc([N+](=O)[O-])c1 was read as CHT PAM inactive, CHT block inactive and STK33 inh 2.9.
Screening Cc1c(C)c2c(OCC(=O)N3CCC[C@H]3C(=O)O)cc3c(c2oc1=O)CCC(C)(C)O3 returned CHT PAM inactive, CHT block inactive and STK33 inh 0.0.
Screening C/C(=N\N1C(=O)CSC1=S)c1ccc(Br)cc1 returned CHT PAM inactive, CHT block inactive and STK33 inh 0.2.
For CCOC(=O)c1c(S(=O)(=O)NCC2CCN(Cc3cccc(F)c3)CC2)c(C)n(C)c1C the results were CHT PAM inactive, CHT block inactive and STK33 inh 0.9.
`Cc1cc(C)c(S(=O)(=O)Nc2cnc3ccccc3c2)c(C)c1` gave CHT PAM inactive, CHT block inactive and STK33 inh -2.0.
For COc1ccc(NC(=O)C(NCC(C)C)c2ccccc2)cc1Cl (stereo not given) the results were CHT PAM inactive, CHT block inactive and STK33 inh 0.0.
CCC1Oc2ccccc2N(CC(=O)NCCCN2CCC(C)CC2)C1=O (stereo not given) was read as CHT PAM inactive, CHT block inactive and STK33 inh -0.8.
For CCN(c1ccccc1)S(=O)(=O)c1ccc(C(=O)Nc2ccc(C)cn2)cc1 the results were CHT PAM inactive, CHT block inactive and STK33 inh 0.8.
O=C(CN(Cc1ccccc1)C(=O)c1ccc2c(c1)OCCO2)NCc1ccc2c(c1)OCO2 was read as CHT PAM inactive, CHT block inactive and STK33 inh -2.3.
Screening COC(=O)c1sccc1NC(=O)c1ccc(OC)c(OC)c1 returned CHT PAM inactive, CHT block inactive and STK33 inh 0.5.
`CCc1ccc(OCc2nnc(SCC(=O)N3CCN(c4ccccc4)CC3)o2)cc1` gave CHT PAM inactive, CHT block inactive and STK33 inh -0.4.
O=C(NC1(C(F)(F)F)NC(=O)N(c2ccc(F)cc2)C1=O)c1ccncc1 (stereo not given) was read as CHT PAM inactive, CHT block inactive and STK33 inh -0.3.
Screening O=C(O)CCn1cc(/C=C/C(=O)c2ccc(Cl)cc2)c(-c2ccc(Br)cc2)n1 returned CHT PAM inactive, CHT block inactive and STK33 inh 24.0.
O=C(O)/C=C/c1ccc(S(=O)(=O)Nc2ccc(OCc3ccccc3)cc2)cc1 was read as CHT PAM inactive, CHT block inactive and STK33 inh -1.6.
Screening CCN(CC(=O)Nc1ccccc1C(=O)OC)S(=O)(=O)c1ccccc1 returned CHT PAM inactive, CHT block inactive and STK33 inh -1.8.
NS(=O)(=O)c1ccc(CCNC(=O)CCCOc2ccccc2)cc1 was read as CHT PAM inactive, CHT block inactive and STK33 inh -4.8.
Screening N#Cc1ccsc1NC(=O)CCN1CCN(C(c2ccccc2)c2ccccc2)CC1 returned CHT PAM inactive, CHT block inactive and STK33 inh -0.5.
Cc1ccc(S(=O)(=O)c2nc(S(C)(=O)=O)sc2N2CCCCC2C)cc1 (stereo not given) was read as CHT PAM inactive, CHT block inactive and STK33 inh -0.9.
Cc1ccc(-n2c(O)c(/C=N/NC(=O)C3COc4ccccc4O3)c3ccccc3c2=O)cc1 (stereo not given) was read as CHT PAM inactive, CHT block inactive and STK33 inh -3.5.
`C=C(C)COc1ccc(-c2nc(N)ncc2-c2ccc(Cl)cc2)c(O)c1` gave CHT PAM inactive, CHT block inactive and STK33 inh -0.3.
Screening O=C(CSc1c2c(nc3ccc(Cl)cc13)CCCC2)NCc1ccco1 returned CHT PAM inactive, CHT block inactive and STK33 inh 2.6.
O=C(Nc1ccccc1)C1CCCN(S(=O)(=O)c2ccc(-n3cnnn3)cc2)C1 (stereo not given) was read as CHT PAM inactive, CHT block inactive and STK33 inh -0.4.
`c1cc(CN2CCN(C3CCCCCC3)CC2)ccn1` gave CHT PAM inactive, CHT block inactive and STK33 inh -0.1.
Screening CCOC(=O)Cc1n[nH]c(=O)c2ccccc12 returned CHT PAM inactive, CHT block inactive and STK33 inh 0.1.
Screening CCC(=O)c1cn(CC(=O)Nc2ccc(C)cc2)c2ccccc12 returned CHT PAM inactive, CHT block inactive and STK33 inh -1.2.
CC(C(=O)N1CCOCC1)N1C(=O)C2C3CC(C(Br)C3Br)C2C1=O (stereo not given) was read as CHT PAM inactive, CHT block inactive and STK33 inh -1.4.
`O=[N+]([O-])c1ccccc1S(=O)(=O)N1CCN(c2ccc(F)cc2)CC1` gave CHT PAM inactive, CHT block inactive and STK33 inh -0.6.
`CC(=O)Nc1ccc(S(=O)(=O)N2CCN(C(=O)Cc3ccccc3)CC2)cc1` gave CHT PAM inactive, CHT block inactive and STK33 inh 1.7.
`CC1=C(C(=O)N(C)Cc2ccccc2)C2(CCC(C)CC2)OC1=O` (stereo not given) gave CHT PAM inactive, CHT block inactive and STK33 inh 0.3.
For Cc1ccc(-n2ncc3c2ncn2c(C)nnc32)cc1C the results were CHT PAM inactive, CHT block inactive and STK33 inh -0.3.
`Cc1ccc(S(=O)(=O)Cc2ccc(C(=O)NCc3ccc4c(c3)OCO4)o2)cc1` gave CHT PAM inactive, CHT block inactive and STK33 inh 1.9.
Screening O=C(O)COCC(=O)NCc1csc2ccccc12 returned CHT PAM inactive, CHT block inactive and STK33 inh 0.4.
For CCC(=O)NCCc1cc2ccc(C)cc2[nH]c1=O the results were CHT PAM inactive, CHT block inactive and STK33 inh -0.6.
C=C(c1ccc(OC)cc1)c1ccc(OC)cc1 was read as CHT PAM inactive and CHT block inactive.
Screening COc1ccc(-c2nc(-c3cccs3)c(-c3cccs3)[nH]2)cc1OC returned CHT PAM inactive, CHT block inactive and STK33 inh -1.2.
Screening O=C(NC(=S)Nc1cc([N+](=O)[O-])ccc1O)c1ccc2c(c1)OCO2 returned CHT PAM inactive, CHT block inactive and STK33 inh 0.3.
For Cc1ccc(N(CN2CCCC2=O)C(=O)c2ccccc2)cc1 the results were CHT PAM inactive, CHT block inactive and STK33 inh -0.9.
`CC1CCCC(NC(=O)CCCn2c(=O)[nH]c3cc(Cl)ccc3c2=O)C1C` (stereo not given) gave CHT PAM inactive, CHT block inactive and STK33 inh 2.7.
Cc1cc2ncn(S(=O)(=O)c3ccc(S(=O)(=O)N4CCOCC4)cc3)c2cc1C was read as CHT PAM inactive, CHT block inactive and STK33 inh 0.8.
O=[N+]([O-])c1cccc2nc(-c3ccccc3)c(-c3ccccc3)nc12 was read as CHT PAM inactive, CHT block inactive and STK33 inh -0.2.
`CN1CCCC1CCNc1ccc2sc3ccccc3c(=O)c2c1` (stereo not given) gave CHT PAM inactive, CHT block inactive and STK33 inh 44.0*.
Screening O=C(CNC(=O)c1ccc2c(c1)OCCO2)N/N=C/c1ccc(O)cc1O returned CHT PAM inactive, CHT block inactive and STK33 inh -0.5.
Screening Nc1ccc(-c2nc3cc(N)ccc3n2CCO)cc1 returned CHT PAM inactive, CHT block inactive and STK33 inh -0.9.
Screening COc1ccccc1CNc1ccc2c(c1)CCC2 returned CHT PAM inactive, CHT block inactive and STK33 inh 0.3.
O=C(Nc1ccc2c(c1)OCO2)OCc1ccccc1 was read as CHT PAM inactive, CHT block inactive and STK33 inh 0.5.
COc1ccc(C(C(=O)NC(C)(C)C)N(C(=O)CCC(=O)Nc2ccccn2)C2CCCCC2)cc1 (stereo not given) was read as CHT PAM inactive, CHT block inactive and STK33 inh -0.6.

Arranged by molecular weight (ascending): part of the list above.
For CC(C[N+](C)(C)C)OC(N)=O (stereo not given) the results were CHT PAM inactive, CHT block inactive and STK33 inh -1.8.
Screening CCOC(=O)Cc1n[nH]c(=O)c2ccccc12 returned CHT PAM inactive, CHT block inactive and STK33 inh 0.1.
O=C(Nc1ccc2c(c1)OCO2)OCc1ccccc1 was read as CHT PAM inactive, CHT block inactive and STK33 inh 0.5.
`c1cc(CN2CCN(C3CCCCCC3)CC2)ccn1` gave CHT PAM inactive, CHT block inactive and STK33 inh -0.1.
For Cc1ccc(-n2ncc3c2ncn2c(C)nnc32)cc1C the results were CHT PAM inactive, CHT block inactive and STK33 inh -0.3.
Screening O=C(O)COCC(=O)NCc1csc2ccccc12 returned CHT PAM inactive, CHT block inactive and STK33 inh 0.4.
Screening COc1ccc(C(=O)/C=C/Nc2ccc(C)cn2)cc1OC returned CHT PAM inactive, CHT block inactive and STK33 inh -0.7.
Screening CCC(=O)c1cn(CC(=O)Nc2ccc(C)cc2)c2ccccc12 returned CHT PAM inactive, CHT block inactive and STK33 inh -1.2.
O=[N+]([O-])c1cccc2nc(-c3ccccc3)c(-c3ccccc3)nc12 was read as CHT PAM inactive, CHT block inactive and STK33 inh -0.2.
Screening O=C(CNC(=O)c1ccc2c(c1)OCCO2)N/N=C/c1ccc(O)cc1O returned CHT PAM inactive, CHT block inactive and STK33 inh -0.5.
O=C(NC1(C(F)(F)F)NC(=O)N(c2ccc(F)cc2)C1=O)c1ccncc1 (stereo not given) was read as CHT PAM inactive, CHT block inactive and STK33 inh -0.3.
`CCCCCCNC(=O)CC(c1ccccc1)c1cc(Br)ccc1O` (stereo not given) gave CHT PAM inactive, CHT block inactive and STK33 inh 1.4.
For CC1CCCN(C(=O)C(=O)c2cn(CC(=O)N3CCCCCC3)c3ccccc23)C1 (stereo not given) the results were CHT PAM inactive, CHT block inactive and STK33 inh -0.4.
O=C(Nc1ccccc1)C1CCCN(S(=O)(=O)c2ccc(-n3cnnn3)cc2)C1 (stereo not given) was read as CHT PAM inactive, CHT block inactive and STK33 inh -0.4.
Cc1ccc(S(=O)(=O)c2nc(S(C)(=O)=O)sc2N2CCCCC2C)cc1 (stereo not given) was read as CHT PAM inactive, CHT block inactive and STK33 inh -0.9.
`CCc1ccc(OCc2nnc(SCC(=O)N3CCN(c4ccccc4)CC3)o2)cc1` gave CHT PAM inactive, CHT block inactive and STK33 inh -0.4.
`Cc1ccc(C)c(SCC(=O)Nc2cccc(S(=O)(=O)NC3=NCCCCC3)c2)c1` gave CHT PAM inactive, CHT block inactive and STK33 inh -1.3.
